PTPN22 act – LYP phosphatase activators, primary screen, biochemical, DiFMUP fluorescence, 2 µM; Tyrosine-protein phosphatase non-receptor type 22 (Homo sapiens), Q9Y2R2; recombinant LYP; 0 = plate median, 100 = signal doubled; activation, % at 2 µM; 96,000 compounds, 0.11% hits;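 active means activation at 2 µM above a set limit, the mean plus 5 SD, cut at about 37% in these data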
S1P2 antag – human S1P2 receptor antagonists, primary screen, cell-based; inhibition, % at 5 µM; cell-based S1P2 antagonist assay, inhibition at 5 uM; 97,000 compounds, 0.21% hits; Sphingosine 1-phosphate receptor 2 (Homo sapiens), O95136; in the data active means inhibition above about 45%;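 further: CRE beta-lactamase reporter cells expressing human S1P2 stimulated with S1P; 0% = agonist at EC80 alone and 100% = agonist plus reference antagonist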
Target sequence (O95136 whole entry, looked up): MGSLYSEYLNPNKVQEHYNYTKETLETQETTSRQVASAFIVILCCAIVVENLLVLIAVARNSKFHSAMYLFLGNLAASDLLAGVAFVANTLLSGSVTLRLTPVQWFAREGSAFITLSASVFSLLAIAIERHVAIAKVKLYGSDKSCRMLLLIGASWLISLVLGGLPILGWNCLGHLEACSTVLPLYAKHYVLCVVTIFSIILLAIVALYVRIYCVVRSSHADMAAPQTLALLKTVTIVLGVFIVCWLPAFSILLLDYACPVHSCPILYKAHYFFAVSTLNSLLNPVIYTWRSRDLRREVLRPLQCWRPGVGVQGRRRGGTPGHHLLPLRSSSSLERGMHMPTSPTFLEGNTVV
S1P2 agonist – S1P2 receptor agonists, primary screen, cell-based; 97,000 compounds, 0.46% hits; S1P2-expressing cell line, agonist reporter read-out; Sphingosine 1-phosphate receptor 2 (Homo sapiens), O95136; activation, % at 4.5 µM; in the data active means activation above about 16%;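 further: 0% = vehicle low control and 100% = maximal reference agonist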
sEH act – soluble epoxide hydrolase activators, primary screen, biochemical, human sEH. purified human sEH enzymatic activity, activator screen. activation, % at 2 µM. 91,000 compounds, 0.04% hits; in the data active means activation above about 37%; further: values of inactives mirror those of a sister screen read the other way
Target sequence (P34913 whole entry, looked up): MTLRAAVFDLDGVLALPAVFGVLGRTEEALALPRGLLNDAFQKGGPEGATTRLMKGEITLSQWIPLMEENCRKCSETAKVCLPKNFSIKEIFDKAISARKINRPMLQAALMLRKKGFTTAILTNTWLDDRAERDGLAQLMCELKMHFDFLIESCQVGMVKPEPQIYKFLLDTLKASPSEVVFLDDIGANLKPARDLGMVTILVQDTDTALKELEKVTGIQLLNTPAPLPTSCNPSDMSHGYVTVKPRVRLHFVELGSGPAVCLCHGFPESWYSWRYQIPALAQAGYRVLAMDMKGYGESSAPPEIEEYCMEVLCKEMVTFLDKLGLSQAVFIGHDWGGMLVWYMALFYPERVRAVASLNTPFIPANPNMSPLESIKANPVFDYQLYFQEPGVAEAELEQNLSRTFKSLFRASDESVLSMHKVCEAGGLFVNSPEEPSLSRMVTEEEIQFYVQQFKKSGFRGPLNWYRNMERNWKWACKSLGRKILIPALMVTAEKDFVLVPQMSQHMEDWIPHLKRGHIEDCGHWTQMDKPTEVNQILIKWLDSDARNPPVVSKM
HUVEC prolif 384 – inhibitors of HUVEC proliferation, primary screen, cell-based, 384-well. AID 648, 2007. viability, % at 10 µM (by protocol). 86,000 compounds, 1.1% hits. CellTiter-Glo luminescence, 72 h; hits give low values;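 active means viability at or below 30%; inactive means viability above 30%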;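 further: 100% = median luminescence of DMSO-only cell control wells on each plate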
H69AR inhibit – proliferation blockers of H69AR lung cancer cells, primary screen, cell-based, human, 86K library | AID 598, 2007 | 85,000 compounds, 6% hits | H69AR lung tumor viability, ATP luminescence, 72 h; hits give low values | viability, % at 10 µM;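 active means viability at or below 40%; inactive means viability above 40%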;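 further: multidrug resistant small cell line overexpressing MRP-1 efflux transporter; 100% = mean luminescence of untreated control wells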
sEH inhibitor – soluble epoxide hydrolase inhibitors, primary screen, biochemical, human sEH. Bifunctional epoxide hydrolase 2 (Homo sapiens), P34913. recombinant human sEH enzymatic activity assay. inhibition, % at 2 µM. 91,000 compounds, 0.34% hits; in the data active means inhibition above about 80%; further: values of inactives mirror those of a sister screen read the other way; many of its hits are not listed in these tables
PostGolgi ctrl – growth inhibition of yeast control strain, primary screen, counter-screen for post-Golgi transport modulator project | efflux-deficient yeast background strain, growth absorbance A615, 16 h | inhibition, % at 10 µM | 98,000 compounds, 5% hits; in the data active means inhibition above about 30%
Lung fibro prol – antiproliferative effect on LL 47 fibroblasts – human, LL 47 cells, CellTiter-Glo luminescence, primary screen. AID 719, 2007. 85,000 compounds, 1.1% hits. LL 47 human lung fibroblast viability, ATP luminescence; hits give low values. viability, % at 10 µM;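 active means viability at or below 50% in the single dose screen; inactive means viability above 50%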;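 further: compound exposure lasted 72 h before the ATP readout; 100% = median luminescence of untreated cell-only wells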
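Material: Human LL 47 lung fibroblast cells | Input: 1,150 cells/well | Buffer or medium: IMEM plus 15% FBS | Compound dosing: 0.1% DMSO in all compound wells | Times: Overnight cell rest, 72 h compound treatment at 37 °C | Signal: CellTiter-Glo luminescence measuring cellular ATP | Measure: % viability versus median cells-only luminescence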
* marks the source's active call; other numbers are inactive results; . = not tested or not shown. A portion of the library; the hit share may differ from the screen's.

SMILES	PTPN22 act	S1P2 antag	S1P2 agonist	sEH act	HUVEC prolif 384	H69AR inhibit	sEH inhibitor	PostGolgi ctrl	Lung fibro prol
O=C(Cn1cnc2c(nnn2-c2ccc(F)cc2)c1=O)NCC1CCCO1 (configuration not stated)	4	-14	0	-2	97	101	6	.	88
Cc1ccc(OCCC(=O)OCC(=O)C(C)(C)C)cc1	15	-3	-5	-9	.	.	12	7	.
Cc1csc(NC(=O)CSc2nnc(-c3ccoc3C)n2CCc2ccccc2)n1	8	1	-10	-14	92	59	16	15	90
COC(=O)/C(C(C)=O)=C(\C=C\N(C)C)N(C)C	-4	-18	-2	6	106	95	-11	2	96
Clc1ccc(-n2nnnc2-c2cnc(-c3ccccn3)nc2-c2cccs2)cc1	3	-2	-3	3	81	18*	0	.	101
CCN(CC)CCCn1c(=S)[nH]c2cc(C(=O)OC)ccc2c1=O	5	-3	-2	4	99	74	-6	-3	97
CN(C)c1ccc(/C=C/c2ccncc2)cc1	-6	21	-5	-5	105	94	4	1	98
O=C(CSc1ncn(-c2ccccc2)n1)Nc1nc2c(s1)CCCC2	-2	-12	2	-22	91	80	24	46*	99
COC(=O)c1ccccc1NC(=O)CN(c1cc(OC)ccc1OC)S(C)(=O)=O	4	-7	-2	3	88	89	-1	7	97
Cc1cccc(CSCc2nnc(N)s2)c1	-10	-5	0	8	.	.	-12	9	.
CCN(CC)S(=O)(=O)c1cc(C)c(C)cc1Br	-2	-13	-3	5	99	100	-7	-1	94
Cc1onc(-c2ccccc2)c1C(=O)N1CCN(C(=O)c2ccco2)CC1	11	4	-3	16	88	93	-12	-2	101

Overlap with the part before: four compounds, then new ones.
SMILES	PTPN22 act	S1P2 antag	S1P2 agonist	sEH act	HUVEC prolif 384	H69AR inhibit	sEH inhibitor	PostGolgi ctrl	Lung fibro prol
COC(=O)c1ccccc1NC(=O)CN(c1cc(OC)ccc1OC)S(C)(=O)=O	4	-7	-2	3	88	89	-1	7	97
Cc1cccc(CSCc2nnc(N)s2)c1	-10	-5	0	8	.	.	-12	9	.
CCN(CC)S(=O)(=O)c1cc(C)c(C)cc1Br	-2	-13	-3	5	99	100	-7	-1	94
Cc1onc(-c2ccccc2)c1C(=O)N1CCN(C(=O)c2ccco2)CC1	11	4	-3	16	88	93	-12	-2	101
COc1ccc(S(=O)(=O)N2CCC(C(=O)NCc3cccc(OC)c3)CC2)cc1	11	14	1	-15	101	83	12	23	94
CCOn1c(=O)c(-c2ccc(Cl)cc2)[n+]([O-])c2ccccc21	0	-16	-2	-2	95	93	1	-1	101
COc1ccc(Cl)cc1N(CC(=O)N1CCN(Cc2ccccc2)CC1)S(C)(=O)=O	-1	3	-7	.	106	92	.	4	98
CC(C)(CNC(=O)C1CCCC1)CNC(=O)C1CCCC1	-11	8	-4	-8	98	61	10	3	106
O=C(O)C1CC1C(=O)N1CCN(c2ccc(Cl)c(Cl)c2)CC1 (configuration not stated)	-14	10	-3	5	94	89	-3	8	98
CCOC(=O)c1cc(CC)sc1NC(=O)Cc1ccccc1	7	-26	1	11	85	87	-12	17	87
Cc1csc(SCC(=O)c2c(N)n(C)c(=O)n(C)c2=O)n1	-8	-2	-6	0	99	89	-2	18	108
O=C(NCC(=O)N(CCc1ccccc1)C(C(=O)NC1CCCC1)c1cccnc1)c1ccco1 (configuration not stated)	14	2	-6	2	105	93	-2	10	93
COc1ccccc1Cc1nnnn1CC(=O)O	-4	3	-7	-9	105	98	9	0	97
CC(C)CNS(=O)(=O)c1ccc(CCC(=O)N2CCN(Cc3ccc4c(c3)OCO4)CC2)cc1	5	-6	-5	-9	88	57	14	7	99
COc1ccc(C(=O)NCCN2CCOCC2)cc1OC	2	-9	-4	-6	92	101	10	.	96
CCCCN(C)C(=O)Cn1cnc2sc(C)cc2c1=O	4	1	-2	-1	87	93	-1	-7	99
Cc1ccc(-c2nc(C#N)c(N3CCCCC3)o2)cc1	-7	-13	-1	-5	109	97	4	10	92
CCOc1ccc(-n2c(SCC(=O)Nc3ccc4c(c3)OCCO4)nc3c(c2=O)SCC3)cc1	-11	6	-3	6	.	.	-3	13	.
O=C(NNS(=O)(=O)c1ccc(Cl)cc1)c1sccc1-n1cccc1	2	17	-4	1	.	.	1	4	.
O=C(CSc1nnc(-c2ccc(Cl)s2)o1)N1CCc2ccccc21	-3	-1	-4	17	80	90	-13	.	93
CCOC(=O)C(NC(=O)c1ccccc1)=C(C)C	6	-9	-2	-4	99	96	0	0	107
O=C(NCCCN1CCN(c2ccccc2F)CC1)C1CCCN(S(=O)(=O)c2cnc[nH]2)C1 (configuration not stated)	-4	2	-4	-19	98	77	19	12	102
Cc1coc2cc3oc(=O)c4c(c3cc12)CCC4	.	.	.	.	98	97	.	10	105
CC(C)(C)c1csc(NC(=O)c2cccs2)n1	1	-3	-2	10	96	94	-10	26	94
O=C1C2CC=CCC2C(=O)N1c1n[nH]c(Cc2ccccc2)n1 (configuration not stated)	2	1	0	10	91	89	-10	15	102
CCOC(=O)/C=C1\CC(=O)Nc2nonc2N1	-1	6	-9	13	96	94	-12	24	96
COc1ccc(-c2nnn(CC(=O)N(Cc3ccccc3Cl)C(C(=O)NCC3CCCO3)c3ccco3)n2)cc1OC (configuration not stated)	-11	6	-2	-5	.	.	8	1	.
CCOC(=O)c1[nH]c2ccc(OCC)cc2c1NC(=O)CN1CCCC(C)C1 (configuration not stated)	3	5	-4	-2	100	.	4	1	94
COc1ccc(Cc2nc(-c3ccc(NC(=O)c4cccnc4)cc3)no2)cc1	0	-11	-4	0	120	6.0*	3	26	102
Cn1nccc1C(=O)OCC(=O)Nc1nc(-c2ccccc2)cs1	.	.	.	.	92	95	.	-8	95
O=C1CCCC2=C1C(c1ccc(Cl)cc1)C1C(=O)c3ccccc3C1=N2 (configuration not stated)	-10	5	-6	-4	.	.	2	43*	.
CCCCOC(=O)c1ccc(NC(C)=O)cc1	6	-19	1	3	.	.	-4	16	.
CC1(C)Cc2ccccc2C(NNC(=O)c2ccccn2)=N1	0	1	-1	-5	85	30*	8	6	46*
CCOc1ccc(-c2n[nH]c(C)c2-c2ccccc2OC)c(O)c1	-7	8	-5	13	58	6.7*	-12	19	85
O=C1C(c2ccccc2)SC(=Nc2ccccc2)N1S(=O)(=O)c1ccccc1 (configuration not stated)	-6	-19	3	-5	.	.	3	27	.
CN(C)S(=O)(=O)c1cccc(C(=O)Nc2cc(Cl)cc(Cl)c2)c1	8	4	0	-38	.	.	40	15	.
Cc1ccc(-c2nnc3sc(C4COc5ccccc5O4)nn23)cc1 (configuration not stated)	.	.	.	.	99	87	.	22	94
COc1ccc(NC(=O)C2=C(C)NC(=O)NC2c2cccc(OC)c2OC)c(OC)c1 (configuration not stated)	4	-16	-1	1	99	87	0	8	94
CCCCn1cnc2cc(NCc3ccncc3)ccc21	-4	8	-6	3	106	100	2	-5	91
O=C(N/N=C/c1ccc(N2CCOCC2)o1)c1cccc(C(F)(F)F)c1	7	-27	-3	-29	104	86	31	.	109
Cc1cc(C)c2nc(C(F)(F)F)nc(NCCCN3CCCC3=O)c2c1	-6	-4	-1	-11	90	47	11	8	94
CC(=O)c1ccc(N2CCN(C(=O)COc3ccccc3F)CC2)c(F)c1	-1	-4	-4	-13	105	98	14	.	96
CCOC(=O)Cc1nnc(NC(=O)CSc2nncn2C)s1	14	-4	-4	-7	95	94	6	-1	98
Cc1ccc(C)n1NC(=O)c1ccccc1O	-6	-6	0	1	88	29*	-2	8	45*
Cc1ccc(-n2c(-c3ccncc3)nnc2-c2cccs2)cc1	6	-21	-3	2	91	68	0	.	92
C=C(C)CSc1nc(C)c(Cc2ccccc2)c(=O)[nH]1	4	-12	-7	-9	93	96	7	23	96
COC(=O)c1ccc(CSc2nc(N)cc(N)n2)cc1	-4	-18	-4	14	87	89	-16	9	97
Cc1cc(C)c(S(=O)(=O)N2CCCC(C(=O)NCCC3=CCCCC3)C2)c(C)c1 (configuration not stated)	13	6	-3	-76	88	41	76	22	88
CCS(=O)(=O)NCCCc1ccccc1	-17	13	-5	14	94	95	-17	2	91
CC(C)C1N=C2c3ccccc3N=C(SCC#N)N2C1=O (configuration not stated)	2	-8	-2	-8	95	82	8	11	91
CC1CCN(c2ccc(C(=O)N3CCOCC3)cc2[N+](=O)[O-])CC1	-3	-3	-1	-5	.	.	8	-3	.
O=C1c2ccccc2NC(c2ccc(Cl)cc2Cl)N1O (configuration not stated)	-7	18	-8	7	80	.	-8	11	72

Brought forward from above: 2 entries; new compounds follow.
SMILES	PTPN22 act	S1P2 antag	S1P2 agonist	sEH act	HUVEC prolif 384	H69AR inhibit	sEH inhibitor	PostGolgi ctrl	Lung fibro prol
CC1CCN(c2ccc(C(=O)N3CCOCC3)cc2[N+](=O)[O-])CC1	-3	-3	-1	-5	.	.	8	-3	.
O=C1c2ccccc2NC(c2ccc(Cl)cc2Cl)N1O (configuration not stated)	-7	18	-8	7	80	.	-8	11	72
O=S(=O)(N/N=C\C=C\c1ccccc1)c1ccc(Br)cc1	13	3	-1	3	.	.	-3	22	.
COCCCn1c(-c2ccccc2)nc2ccccc2c1=O	2	-1	-3	15	102	88	-16	8	102
c1ccc(-c2ccc(CN3CCN(c4ncccn4)CC3)cc2)cc1	-5	20	-3	2	116	102	-2	-1	101
O=C(Nc1ccc(F)cc1F)c1cc2ncc(Br)cn2n1	0	-5	-8	0	93	89	-1	14	112
Cc1ccc(C(=O)NNC(=O)C(C)Sc2nc(N)cc(N)n2)cc1 (configuration not stated)	-2	8	-2	8	.	.	-5	-7	.
O=C1c2ccccc2C(=O)N1CC1c2ccccc2CCN1C(=O)N1CCOCC1 (configuration not stated)	-12	19	-3	-3	95	85	4	9	95
O=C(NCCN1C(=O)C2C3C=CC(C3)C2C1=O)Nc1ccccc1 (configuration not stated)	.	14	-2	.	103	99	.	-3	107
COCc1cc(C)nc2sc(C(=O)Nc3nccs3)c(N)c12	-8	-4	-1	0	100	93	-1	2	105
COc1ccccc1N1CCN(C(=O)c2sc3nc(-c4ccccc4)cn3c2C)CC1	0	-33	-3	5	78	72	-4	19	91
O=C(CCc1ccccc1)Nc1nc2nc(-c3ccccc3)cc(=O)n2[nH]1	10	3	-2	6	107	106	-6	-1	94
CCOC(=O)CNC(=O)CSc1nc(N)cc(N)n1	-4	5	-11	7	94	94	-8	-2	100
Cn1c(=O)c2c(nc(N3CCCCC3)n2CCNC2=NCCC2)n(C)c1=O	0	3	-6	5	98	100	-5	11	100
CSc1cc(-c2ccc(Cl)cc2)c(C(=O)N2CCCC2)s1	-10	11	-9	0	.	.	1	11	.
Cc1[nH]c2ccccc2c1C(=O)CN1CCCC1	8	6	-4	-2	82	78	2	8	93
CC1=CCC(Cc2nc3ccccc3o2)C1(C)C (configuration not stated)	-11	-9	-2	17	100	95	-14	-6	96
COC(=O)c1cc2sccc2n1Cc1ccc(C)cc1	2	-23	0	-2	121	94	1	12	102
CC1(C)CC(=O)C(C=NCCN2CCOCC2)=C(O)C1	6	6	3	-7	79	101	8	14	104

Entries from the list above that contain a tert-butyl group:
SMILES	PTPN22 act	S1P2 antag	S1P2 agonist	sEH act	HUVEC prolif 384	H69AR inhibit	sEH inhibitor	PostGolgi ctrl	Lung fibro prol
Cc1ccc(OCCC(=O)OCC(=O)C(C)(C)C)cc1	15	-3	-5	-9	.	.	12	7	.
CC(C)(C)c1csc(NC(=O)c2cccs2)n1	1	-3	-2	10	96	94	-10	26	94
